# Assay outcomes (PubChem BioAssay)
# Exocytosis inh – lytic granule exocytosis inhibition. TALL-104 LAMP-1 surface exposure, flow cytometry; cells stimulated with thapsigargin and PMA. inhibition, % at 10 µM. hit rate 0.66% among 360,000. AID 651702;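 active = inhibition above about 55%, limit read from the data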
# m5-HT2A agonist – mouse HTR2A agonism via beta-arrestin recruitment. CHO-K1 mHTR2A beta-arrestin complementation, luminescence; percent of 30 µM serotonin response. P35363. AID 624169. activation, % at 7.6 µM. hit rate 0.66% among 360,000;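 active = activation above a run cutoff, the mean activation of all tested compounds plus 3 SD, cut at about 14% in these data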;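 also: 0% = plate median of compound wells and 100% = 30 µM serotonin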
# H9c2 protect – myocardial damage modulation in H9c2 cells; H9c2 cardiomyocytes, H2O2 injury protection, ATPLite, 2 h; hit rate 0.63% among 360,000; protection from H2O2 cell death, % at 20 µM;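 active = compounds giving at least 50% protection of heart cells from peroxide-induced death in the single-dose screen, raw or plate-pattern-corrected value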;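 also: 0% = DMSO wells with peroxide and 100% = DMSO wells without peroxide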
# hiPSC survival – increases survival of single human iPS cells. hit rate 0.044% among 360,000. hiPSC single-cell survival, ATPlite luminescence; 100% = ROCK inhibitor wells, 0% = DMSO. survival enhancement, % at 20 µM; in the data active = survival enhancement above about 18%;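 also: cells exposed to compounds for 16 hours before the ATP read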
# MC4R antagonist – blocks human MC4R cAMP signaling | P32245 | MC4R-expressing cells, MTII-stimulated cAMP, LANCE TR-FRET | inhibition, % at 6.5 µM | hit rate 0.48% among 360,000;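 active = inhibition above its plate's cutoff, the mean of tested wells on that plate plus 3 SD, cut at about 29% in these data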;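 also: 0% = Melanotan II alone and 100% = Melanotan II plus saturating MCL0020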
#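 System: U2OS cells stably expressing human melanocortin 4 receptor (MC4R). Reagent: Melanotan II challenge after compound preincubation. Doses: 6.5 µM. Times: 30-min compound, 1-h challenge, 1-h detection, room temperature. Measured by: TR-FRET with Eu-cAMP and labeled anti-cAMP, 671 nm. Replicates: singlicate.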
# ABCB6 inh MLPCN – inhibitors of human ABC transporter ABCB6. K562-ABCB6 porphyrin accumulation, flow cytometry, 1 h; stronger effect = lower value. fluorescence ratio to DMSO, % at 10 µM. hit rate 0.19% among 360,000;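 active = fluorescence ratio to DMSO below 75%, the collection mean minus 3 SD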;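 also: signal is porphyrin accumulated inside mitochondria; 100% equals median channel fluorescence of DMSO control wells; lower ratio means ABCB6 inhibition with less porphyrin fluorescence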
# aDG glyco act – alpha-DG glycosylation activation. Pro5-aDG cells, alpha-DG glycosylation AlphaScreen (IIH6); 0% Pro5, 100% B10-LARGE cell signal. activation, % at 10 µM. hit rate 0.22% among 360,000. AID 624168;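 active = activation of at least 8% versus controls, or a plate z-score of at least 8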;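 also: Pro5 are CHO cells carrying HIG-tagged alpha-DG that lacks glycosylation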
# Glyco luc inh – blocks N-linked glycosylation in D54 reporter cells; D54 ERlucT glycosylation luciferase reporter, 24 h; percent of 100 nM tunicamycin response; reporter increase, % at 12.5 µM; hit rate 0.23% among 360,000;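 active = mean luciferase reporter signal, scaled so untreated is 0 and the glycosylation-blocking control 100, at or above a set limit in every replicate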;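 also: luciferase carries N-glycosylation sites so blocking glycosylation raises the light; 0% = median of neutral control wells and 100% = median of 100 nM tunicamycin wells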
# ABHD5 PLIN5 PPI – ABHD5-PLIN5 protein interaction inhibition | AID 602281 | inhibition, % at 4 µM | Q00G26+Q8WTS1 | hit rate 0.78% among 360,000 | Split G. princeps luciferase complementation, luminescence, 4 h;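 active = inhibition above the mean inhibition across every tested compound plus 3 SD, cut at about 22% in these data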;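 also: 0% = DMSO only wells and the 100% control is not disclosed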
# Target sequence (Q00G26 whole entry, looked up): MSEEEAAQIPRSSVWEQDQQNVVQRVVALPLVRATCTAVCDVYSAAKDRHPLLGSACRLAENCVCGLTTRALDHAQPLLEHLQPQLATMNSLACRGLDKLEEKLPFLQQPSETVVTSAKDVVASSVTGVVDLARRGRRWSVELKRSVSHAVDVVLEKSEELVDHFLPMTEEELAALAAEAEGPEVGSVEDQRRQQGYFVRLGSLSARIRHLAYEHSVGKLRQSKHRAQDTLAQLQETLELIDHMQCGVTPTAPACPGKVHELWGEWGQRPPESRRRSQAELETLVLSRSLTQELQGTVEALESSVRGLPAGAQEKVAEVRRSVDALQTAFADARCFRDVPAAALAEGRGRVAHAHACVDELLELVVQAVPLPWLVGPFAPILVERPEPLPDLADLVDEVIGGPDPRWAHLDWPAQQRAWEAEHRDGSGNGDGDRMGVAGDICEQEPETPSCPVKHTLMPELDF
# Target sequence (Q8WTS1 whole entry, looked up): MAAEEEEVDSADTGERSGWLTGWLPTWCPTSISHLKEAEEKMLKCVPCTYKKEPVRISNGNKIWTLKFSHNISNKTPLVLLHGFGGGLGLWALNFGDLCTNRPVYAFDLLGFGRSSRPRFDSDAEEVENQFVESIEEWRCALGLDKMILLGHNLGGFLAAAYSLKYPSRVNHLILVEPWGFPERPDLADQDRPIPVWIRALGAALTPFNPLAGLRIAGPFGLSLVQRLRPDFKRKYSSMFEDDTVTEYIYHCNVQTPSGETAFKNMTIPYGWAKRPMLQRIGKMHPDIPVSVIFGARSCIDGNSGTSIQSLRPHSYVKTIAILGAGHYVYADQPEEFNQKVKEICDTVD
# MC4R ag barr – human MC4R agonism via beta-arrestin | P32245 | U2OS MC4R beta-arrestin complementation, luminescence; percent of melanotan II response, DMSO zero | activation, % at 8.9 µM | hit rate 0.98% among 360,000 | AID 540308;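 active = activation above a per-plate cutoff, the mean activation of sample wells on that plate plus 3 SD, cut at about 8% in these data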
# Starred values were filed as active, the others as inactive; . = no result given. Rows are unselected; about 4.5% have a hit in one of these screens.
SMILES,Exocytosis inh,m5-HT2A agonist,H9c2 protect,hiPSC survival,MC4R antagonist,ABCB6 inh MLPCN,aDG glyco act,Glyco luc inh,ABHD5 PLIN5 PPI,MC4R ag barr
CC1CCN(c2oc(Cc3cccc4ccccc34)nc2C#N)CC1,4,-1,5,-5.9,-10,108,-0.1,-4,0,-2.1
CCCCOC(=O)c1ccc(NC(c2ccc(C)cc2)P(=O)(OC)OC)cc1 (stereo unspecified),3,-1,-10,-1.1,10,101,0.5,0,6,-1.0
NC(=O)c1cc([N+](=O)[O-])ccc1NCc1ccc(C(=O)O)cc1,2,6,0,3.8,5,101,-0.2,-3,3,-2.4
NC1=NC(c2cccc(Cl)c2)N(CCc2ccc(F)cc2)C(N)=N1 (stereo unspecified),0,-2,5,0.0,8,99,0.0,11,8,0.2
CCn1c(C(C)C)n[nH]c1=S,-5,-1,6,-2.2,14,97,-0.3,2,3,0.6
CC(=O)c1sc(NC(=O)C(C)(C)C)nc1C,-2,5,1,-3.4,24,101,-0.1,4,5,-1.7
Cc1ccc2nc(SCC(=O)c3ccc(O)cc3O)[nH]c2c1,9,-5,-6,-0.3,3,102,-0.2,1,5,-1.1
O=C1NC(Nc2ccccn2)(C(F)(F)F)C(=O)N1c1ccc(F)cc1 (stereo unspecified),-4,11,4,-3.1,-1,100,-0.1,0,6,-1.0
CCOC1=C2[C@@H](CN(S(=O)(=O)c3ccc(C)cc3)[C@H]2c2ccccc2F)[C@H]2C(=O)N(Cc3ccccc3)C(=O)[C@H]2C1,-3,-4,7,3.1,.,89,0.1,-7,-6,.
Cc1ccc(CNc2ccc([N+](=O)[O-])cc2C(N)=O)cc1,13,-4,-6,1.8,-1,94,0.0,3,-14,-0.1
COc1ccc(CCNC(=O)CSC2=NS(=O)(=O)c3ccccc3N2)cc1OC,1,2,12,0.2,4,100,-0.3,0,8,-1.6
O=C1C=C(C#Cc2ccccc2)C[C@@H](c2ccc(F)cc2)C1,1,1,-30,-2.9,12,100,0.0,-2,6,-1.4
CCC(=O)NCCc1nc2cc(NC(=O)c3ccco3)ccc2n1C,-4,2,-2,-0.7,-3,165,-0.1,-3,1,-2.3
COc1ccc(C(=O)c2ccc([N+](=O)[O-])cc2)cc1S(=O)(=O)N1CCC(C(=O)O)CC1,14,-2,4,-0.4,3,82,0.0,0,5,-2.8
O=C1OC(c2cccs2)=N/C1=C\c1ccc(-c2cccc(Cl)c2)o1,-3,1,0,2.7,-10,107,0.1,2,-1,-1.2
CCCn1c(N2CCN(CC(=O)Nc3ccc4c(c3)OCCO4)CC2)nc2ccccc21,-1,2,-7,8.6,11,106,0.0,0,5,2.2
CC(C)c1ccc(NC(=O)CN2CCN(c3ccccn3)CC2)cc1,22,13,-2,-0.1,-6,93,-0.1,-1,-1,-0.6
Nc1nc(SCC(=O)c2ccc(Br)s2)n[nH]1,-1,4,-2,1.7,0,102,-0.1,-1,-3,-0.2
CCOC(=O)c1c(OCCO)noc1N,2,0,7,0.6,4,101,-0.3,2,2,-0.2
CCOc1ccc(CN2CCC(C(=O)N3CCN(c4ccccc4F)CC3)CC2)cc1OC,-3,-1,-3,1.8,3,102,0.1,-2,-3,0.3

# A run of entries from the list above, as a working copy:
SMILES,Exocytosis inh,m5-HT2A agonist,H9c2 protect,hiPSC survival,MC4R antagonist,ABCB6 inh MLPCN,aDG glyco act,Glyco luc inh,ABHD5 PLIN5 PPI,MC4R ag barr
Cc1ccc(CNc2ccc([N+](=O)[O-])cc2C(N)=O)cc1,13,-4,-6,1.8,-1,94,0.0,3,-14,-0.1
COc1ccc(CCNC(=O)CSC2=NS(=O)(=O)c3ccccc3N2)cc1OC,1,2,12,0.2,4,100,-0.3,0,8,-1.6
O=C1C=C(C#Cc2ccccc2)C[C@@H](c2ccc(F)cc2)C1,1,1,-30,-2.9,12,100,0.0,-2,6,-1.4
CCC(=O)NCCc1nc2cc(NC(=O)c3ccco3)ccc2n1C,-4,2,-2,-0.7,-3,165,-0.1,-3,1,-2.3
COc1ccc(C(=O)c2ccc([N+](=O)[O-])cc2)cc1S(=O)(=O)N1CCC(C(=O)O)CC1,14,-2,4,-0.4,3,82,0.0,0,5,-2.8
O=C1OC(c2cccs2)=N/C1=C\c1ccc(-c2cccc(Cl)c2)o1,-3,1,0,2.7,-10,107,0.1,2,-1,-1.2
CCCn1c(N2CCN(CC(=O)Nc3ccc4c(c3)OCCO4)CC2)nc2ccccc21,-1,2,-7,8.6,11,106,0.0,0,5,2.2
CC(C)c1ccc(NC(=O)CN2CCN(c3ccccn3)CC2)cc1,22,13,-2,-0.1,-6,93,-0.1,-1,-1,-0.6
Nc1nc(SCC(=O)c2ccc(Br)s2)n[nH]1,-1,4,-2,1.7,0,102,-0.1,-1,-3,-0.2
CCOC(=O)c1c(OCCO)noc1N,2,0,7,0.6,4,101,-0.3,2,2,-0.2
CCOc1ccc(CN2CCC(C(=O)N3CCN(c4ccccc4F)CC3)CC2)cc1OC,-3,-1,-3,1.8,3,102,0.1,-2,-3,0.3

# Continuation:
SMILES,Exocytosis inh,m5-HT2A agonist,H9c2 protect,hiPSC survival,MC4R antagonist,ABCB6 inh MLPCN,aDG glyco act,Glyco luc inh,ABHD5 PLIN5 PPI,MC4R ag barr
O=C1c2cccnc2C(=O)N1Cc1ccco1,-1,6,2,1.0,6,103,0.2,1,3,-2.0
O=C(O)c1ccc(NS(=O)(=O)c2ccc(Cl)c(Cl)c2)cc1O,-1,3,7,5.2,19,95,0.3,2,2,1.5
C=CCN(CC=C)S(=O)(=O)c1ccc(C(=O)Nc2nc3c(s2)CCc2ccccc2-3)cc1,1,-1,-1,-0.8,11,98,0.4,56*,0,1.8
CC(=O)OCCN1CCN(C(=O)CN2C(=O)NC(c3ccccc3)(c3ccccc3)C2=O)CC1,-8,2,5,-0.1,7,95,-0.2,0,3,-0.7
CC(C)CCNC(=O)c1cccnc1Sc1ccccc1,1,-3,2,1.5,5,95,0.0,1,-4,-0.5
CCCCn1c(SCC(=O)NCc2ccccc2)nc2ccc(N3CCOCC3)cc2c1=O,-4,-3,0,0.2,1,99,0.0,4,3,-1.5
COc1ccc(C)cc1NC(=O)COC(=O)c1ccc(OCc2ccc(Cl)cc2Cl)c(OC)c1,-1,-2,0,0.7,9,91,-0.1,3,-5,-2.0
CC1CCCCC1NC(=O)c1cc2c(s1)CS(=O)(=O)C2 (stereo unspecified),2,0,2,0.0,1,71*,-0.5,1,-1,-1.9
CCCCC(C(=O)O)C(C)CC(=O)Nc1nccs1 (stereo unspecified),0,0,-2,-0.5,0,92,0.1,0,-2,-0.9
CCOc1ccc(OCc2nnc(SCC(=O)NC3CCS(=O)(=O)C3)n2-c2ccc(Cl)cc2)cc1 (stereo unspecified),-1,-2,2,1.2,12,109,0.6,-1,5,-3.1

# Two entries from above, bar-delimited.
smiles | Exocytosis inh | m5-HT2A agonist | H9c2 protect | hiPSC survival | MC4R antagonist | ABCB6 inh MLPCN | aDG glyco act | Glyco luc inh | ABHD5 PLIN5 PPI | MC4R ag barr
COc1ccc(C)cc1NC(=O)COC(=O)c1ccc(OCc2ccc(Cl)cc2Cl)c(OC)c1 | -1 | -2 | 0 | 0.7 | 9 | 91 | -0.1 | 3 | -5 | -2.0
C=CCN(CC=C)S(=O)(=O)c1ccc(C(=O)Nc2nc3c(s2)CCc2ccccc2-3)cc1 | 1 | -1 | -1 | -0.8 | 11 | 98 | 0.4 | 56* | 0 | 1.8

# Other results follow.
SMILES,Exocytosis inh,m5-HT2A agonist,H9c2 protect,hiPSC survival,MC4R antagonist,ABCB6 inh MLPCN,aDG glyco act,Glyco luc inh,ABHD5 PLIN5 PPI,MC4R ag barr
Cc1ccc(NC(=O)CNC(=O)c2sc3ccccc3c2Cl)nc1,-5,1,-4,-0.2,6,99,0.0,-1,-1,7.2
O=C(NCc1ccco1)c1ccc(C(F)(F)F)cc1,1,0,-3,-1.5,7,96,-0.1,0,0,0.4
C/C(=N\NC(=O)c1c(Cl)c(C)nn1C)c1cccc(NC(=O)COc2ccccc2)c1,1,-3,10,0.3,0,90,0.9,1,-1,-0.9
CC1=C(C(=O)N(C)C)CC(CC(=O)NCc2cccc3ccccc23)C(=O)N1Cc1ccccc1 (stereo unspecified),-9,-1,2,1.5,2,100,0.0,-1,1,-0.8
CCCNC(=O)C1(C)CCN1C(=O)c1ccc(C(C)(C)C)cc1 (stereo unspecified),5,5,-6,-0.6,-3,102,-0.1,-1,5,-0.8
O=c1[nH]c2ccc(S(=O)(=O)N3CCCCC3)cc2[nH]c1=O,-2,2,-2,-1.1,-6,96,-0.2,1,-2,0.1
Cc1nc(N2CCCC2)c2ccsc2n1,-3,-1,2,3.8,8,112,0.3,-2,6,-1.1
C[C@H](CO)N1C[C@H](C)[C@@H](CN(C)C(=O)Nc2ccc(C(F)(F)F)cc2)Oc2ccc(NC(=O)CCC(F)(F)F)cc2C1=O,-8,4,-1,0.7,1,83,-0.3,3,-3,-0.4
CC(=O)c1cccc(-c2ccc3c(=O)[nH]c(Nc4ccccc4)cc3c2)c1,-15,0,10,-1.2,0,106,-0.2,-2,-21,-0.9
Cc1cc(C)n2cc(CSc3nnc(-c4ccccc4)c(-c4ccccc4)n3)nc2n1,-2,1,7,0.2,0,95,0.0,1,-3,-0.5
CC1CCCN(C(=O)c2cc3ccccc3cc2O)C1 (stereo unspecified),1,5,-5,0.9,-1,92,-0.1,-1,-4,-2.3
C=CCOc1c(CCC)cc(CCC)cc1C(N)=O,1,0,-12,0.8,3,92,0.1,0,1,-0.5
Cc1ccc(C2SCC(=O)N2Cc2ccccc2)cc1 (stereo unspecified),-2,-5,-3,-0.1,1,96,-0.1,-3,6,1.0
CCc1ccc2c(c1)c1nc(C)sc1n2CC,23,-2,-5,2.5,0,110,0.2,-1,-9,1.1
COc1ccc(NC(=O)C2CCN(S(=O)(=O)c3ccc(OC)c(OC)c3)CC2)c(OC)c1,-6,0,6,-1.0,2,96,-0.2,1,1,1.0
CCOc1ccc(NC(=O)CC2C(=O)N(CC)C(=S)N2CCN2CCOCC2)cc1 (stereo unspecified),2,1,2,0.3,3,97,0.0,1,-8,-0.7
COc1ccc(C(=O)OCC(=O)c2ccc(Cl)s2)c(OC)c1OC,-5,-4,-5,-0.4,-4,101,0.3,2,-16,-1.9
OCC1(CCCc2ccccc2)CCN(Cc2ccc(F)cc2)CC1,-2,-5,4,-1.8,-4,99,-0.4,-1,6,-1.6
C/C(=N/NC(=O)CN1CCN(Cc2ccccc2Cl)CC1)c1cccnc1,-4,-4,-4,-0.1,1,91,0.1,0,-3,0.5
C/C(=N\O)C(C)/[N+]([O-])=C/c1nc(C)c(C)n1O (stereo unspecified),3,-3,0,-0.8,-4,100,-0.1,0,2,4.5
